NS3 helicase inh: inhibitors of Hepatitis C virus NS3 helicase; NS3 helicase DNA unwinding, Cy5 molecular beacon fluorescence; inhibition, % at 10.9 µM; 290,000 compounds, 0.56% hits;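 active = inhibition above the mean of all tested compounds plus 3 SD, set per campaign, cut at about 35% in these data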;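 also: 0% = DMSO wells and 100% = thioflavine S control wells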
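System: HCV NS3 helicase fragment; control set: DMSO and thioflavine S; technique: Cy5 fluorescence at 0 and 60 min, beacon hairpin quenching; reagent: beacon DNA duplex substrate plus ATP; replicates: singlicate; schedule: 1 h reaction at 25 °C, ATP-initiated; medium: MOPS buffer pH 6.5 with MgCl2, DTT, Tween20, BSA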
VIM-2 inh: blocks Pseudomonas aeruginosa VIM-2 metallo-beta-lactamase; 290,000 compounds, 0.89% hits; inhibition, % at 5.6 µM; purified VIM-2, nitrocefin hydrolysis, epi-absorbance fluorescence;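 active = inhibition above the mean of all tested compounds plus 3 SD, cutoff set per screening run, cut at about 7.5% in these data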;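 also: red hydrolysis product quenches plate fluorescence so inhibitors raise well fluorescence; 0% = enzyme with DMSO and 100% = DMSO without enzyme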
OXTR agonist: activates the human oxytocin receptor | AID 2435 | activation, % at 3 µM | CHO-OTR cells, Fluo-8 calcium fluorescence; normalized: DMSO 0%, oxytocin 100% | P30559 | 320,000 compounds, 0.32% hits;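 active = activation above the mean of all tested compounds plus 3 SD, cutoff set per screening run, cut at about 20% in these data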;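 also: peak over basal fluorescence ratio from a 100 s FLIPR kinetic read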
IMP-1 inhibitor: inhibitors of Pseudomonas aeruginosa IMP-1 metallo-beta-lactamase; inhibition, % at 5.6 µM; 290,000 compounds, 0.45% hits; purified IMP-1, nitrocefin hydrolysis, epi-absorbance fluorescence;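 active = inhibition above the mean plus 3 SD of all compounds in the same screening run, cut at about 4.5% in these data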;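 also: 0% = IMP-1 with DMSO and 100% = DMSO wells lacking enzyme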
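System: purified recombinant IMP-1 beta-lactamase. Medium: Zinc- and detergent-supplemented HEPES buffer, pH 7.1. Compound: one 5.6 µM dose […]. Schedule: 15 min preincubation plus 25 min reaction at 25 °C. Technique: Epi-absorbance fluorescence, 480 nm excitation, 530 nm emission.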
PHOSPHO1 block: blocks human PHOSPHO1 phosphatase activity. Q8TCT1. recombinant PHOSPHO1, absorbance phosphatase assay. inhibition, % at 13.3 µM. 290,000 compounds, 1.1% hits. AID 1565; in the data active = inhibition above about 60%
Target sequence (Q8TCT1 whole entry, looked up): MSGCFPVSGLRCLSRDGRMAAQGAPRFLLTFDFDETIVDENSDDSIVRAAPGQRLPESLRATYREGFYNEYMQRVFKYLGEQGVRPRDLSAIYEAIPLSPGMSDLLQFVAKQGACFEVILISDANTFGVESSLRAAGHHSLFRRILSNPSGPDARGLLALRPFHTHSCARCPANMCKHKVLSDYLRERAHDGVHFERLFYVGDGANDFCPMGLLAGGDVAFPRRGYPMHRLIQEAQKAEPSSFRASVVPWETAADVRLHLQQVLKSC
FID counter: counter-screen for HCV NS3 helicase inhibitors: DNA intercalator displacement. DNA fluorescent intercalator displacement, fluorescence. inhibition, % at 7.9 µM. 290,000 compounds, 0.17% hits; in the data active = inhibition above about 37%;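 also: 0% = vehicle and 100% = reference compound; higher means more ethidium bromide displaced from hairpin DNA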
GalR3 antag: human GalR3 antagonism | O60755 | HEK293 GalR3-CNG cAMP membrane potential fluorescence; galR3 body fused to GalR1 C-terminus | inhibition, % at 3 µM | 360,000 compounds, 0.44% hits | AID 651719;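 active = inhibition above the screen-wide average plus 3 SD, cut at about 13% in these data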;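 also: forskolin and galanin both at EC90 stimulate the cells; cAMP rise reported by CNG channel membrane potential dye signal; 0% = forskolin plus galanin with DMSO and 100% = forskolin alone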
Target sequence (O60755 1-299 limits assumed): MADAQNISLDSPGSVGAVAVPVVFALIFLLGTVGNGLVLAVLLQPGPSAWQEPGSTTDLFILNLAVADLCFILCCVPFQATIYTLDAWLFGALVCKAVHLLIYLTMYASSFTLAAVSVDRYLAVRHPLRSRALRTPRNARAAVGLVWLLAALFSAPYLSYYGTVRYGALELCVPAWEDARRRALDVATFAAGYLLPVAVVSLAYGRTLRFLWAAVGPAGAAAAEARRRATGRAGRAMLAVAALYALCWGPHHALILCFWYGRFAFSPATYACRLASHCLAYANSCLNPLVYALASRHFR
GPR7 antagonist: antagonists of human GPR7 (neuropeptides B/W receptor 1); P48145; inhibition, % at 4.4 µM; GPR7-expressing cells, fluorescence antagonist assay; AID 1861; 290,000 compounds, 1.1% hits; in the data active = inhibition above about 16%, passing the limit was not always enough;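 also: cells stimulated with the agonist NPW; 0% = agonist with vehicle and 100% = vehicle without agonist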
Target sequence (P48145 whole entry, looked up): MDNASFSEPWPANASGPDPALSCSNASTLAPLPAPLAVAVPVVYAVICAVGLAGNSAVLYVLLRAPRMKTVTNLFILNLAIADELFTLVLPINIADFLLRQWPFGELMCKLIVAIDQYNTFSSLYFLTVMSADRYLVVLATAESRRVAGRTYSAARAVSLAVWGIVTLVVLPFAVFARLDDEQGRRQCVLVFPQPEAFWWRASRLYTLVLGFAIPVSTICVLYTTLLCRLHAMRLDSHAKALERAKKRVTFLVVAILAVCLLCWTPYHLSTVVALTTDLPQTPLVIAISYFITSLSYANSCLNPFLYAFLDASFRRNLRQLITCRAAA
V1aR counter: activates human V1a receptor in oxytocin agonist counter-screen | CHO-V1R cells, Fluo-8 calcium fluorescence, agonist mode; 0% DMSO, 100% 3 nM vasopressin | 320,000 compounds, 0.25% hits | activation, % at 3 µM | P37288;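 active = activation above the mean activation of all tested compounds plus 3 SD, per screening run, cut at about 20% in these data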;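 also: signal is peak over basal fluorescence ratio across a 100 second FLIPR read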
* marks the source's active call; other numbers are inactive results; / = no result given. Rows are unselected; overall some 4.3% were active at least once.

SMILES	NS3 helicase inh	VIM-2 inh	OXTR agonist	IMP-1 inhibitor	PHOSPHO1 block	FID counter	GalR3 antag	GPR7 antagonist	V1aR counter
C=CCn1c(SCC(=O)N2c3ccccc3Sc3ccccc32)nnc1-c1ccco1	-17	-0.9	-2.4	-1.9	36	-39	-5	-12	1.1
COc1ccc(NC(=O)C2CCCN(S(C)(=O)=O)C2)cc1 (stereo not given)	3	-0.9	0.4	-1.1	/	1	-6	-7	0.4
Cn1cc(S(=O)(=O)N2CCCC2)cc1C(=O)N1CCN(c2ccccc2)CC1	-8	-2.5	0.9	-3.4	39	-26	/	-8	0.0
COc1ccc(/C=N/NC(=O)c2cccc(C(F)(F)F)c2)cc1	-7	-1.7	-1.3	-1.6	2	-8	-5	1	0.1
N#Cc1cccc(CN2C=NS(=O)(=O)c3ccccc32)c1	2	-1.0	0.3	-3.2	54	-4	-5	-5	1.2
COc1cc(CN2CCCC(CO)(Cc3ccccc3C)C2)cc2c1OCO2 (stereo not given)	-28	-2.8	7.5	-2.2	16	15	-5	4	5.5
c1ccc2c(-c3nc(C4CCCCC4)no3)cc(-c3ccncc3)nc2c1	1	-2.2	-0.1	-5.5	4	-1	/	-8	-0.2
CCOc1ccc(S(=O)(=O)N2CCOCC2)cc1NC(=O)C1CCC1	4	-1.1	-0.6	-1.7	29	-12	-2	-17	0.6
Cc1nc(N(C)C)c2sc(=S)n(C)c2n1	2	7.9*	-2.0	-2.2	11	-3	4	-7	-0.6
O=C1Nc2ccccc2N(O)N1c1ccc(Cl)cc1	8	-3.5	0.1	-3.0	8	2	-2	-6	0.6
CS(=O)(=O)c1ccc2nc(NC(=O)Oc3ccccc3)sc2c1	0	-1.5	2.4	-2.6	16	0	-6	-19	-1.2
COc1ccc2c(c1)CC/C2=N\OC(=O)c1ccccc1C	-16	-2.0	-2.4	-3.9	30	-17	-11	-9	-1.1
COc1cccc(NC(=O)Cn2c3ccc(F)cc3c3nc4n(c(=O)c32)CCS4)c1	4	0.1	2.7	7.2*	36	-7	-10	4	0.6
COc1ccc(-c2nc(CS(=O)(=O)CC(=O)NCCc3cc(OC)ccc3OC)c(C)o2)cc1	-2	1.9	2.9	-2.3	20	-5	-3	-1	5.1
N#CC(C#N)=C1C=CC=CN1/C(=C\c1ccco1)C(=O)c1ccccc1	-6	-2.2	0.0	-2.6	0	-2	8	39*	-0.2
COc1ccc(C(=O)Oc2cc(C)[nH]c(=O)c2[N+](=O)[O-])cc1	6	-0.9	0.2	-0.7	6	1	0	-1	0.1
COC(=O)N=Nc1c(O)[nH]c2ccc(Br)cc12	-13	1.6	0.3	-1.7	33	7	1	-1	-0.2
Cc1cc(C)nc(SCc2ccc(C(=O)NNC(=O)Nc3cccc(Cl)c3)cc2)n1	-35	-5.3	0.1	-3.6	7	-19	-1	-12	0.3
CN(C)S(=O)(=O)c1ccc(C(=O)NCc2nnc(SCC(=O)c3ccccc3)o2)cc1	6	-1.1	5.3	-0.5	29	-22	2	-1	5.1
O=C(COC(=O)c1cc[n+]([O-])cc1)NCCc1ccc(Cl)cc1Cl	-6	-5.5	-1.0	-3.1	-19	1	-5	-8	-0.1
CN(C)S(=O)(=O)c1ccc(C(=O)OCC2COC(C)(C)O2)cc1 (stereo not given)	3	-1.6	3.5	-2.1	6	-8	-8	-7	2.4
Cc1nc(Cl)sc1C(=O)Nc1cc(F)cc(F)c1	-2	3.0	6.6	-0.7	24	-8	-4	-5	6.5
CCOc1ccc2[nH]c(=O)c(CN(CCN3CCCC3)C(=S)Nc3ccccc3OCC)cc2c1	-23	-1.6	-0.4	-1.6	5	28	-9	15	-0.2
CCOc1c(Cl)cnn(-c2ccc(C)cc2)c1=O	-3	-3.1	-2.3	-2.8	24	-2	-1	-10	-0.7
CCOC(=O)N1CCN(C(=O)C(=O)Nc2sc3c(c2C(=O)O)CC(C)(C)OC3)CC1	3	-5.6	-2.1	-2.3	10	-51	0	-5	-1.0

Structural class, those above containing a furan ring, fused or not.
SMILES	NS3 helicase inh	VIM-2 inh	OXTR agonist	IMP-1 inhibitor	PHOSPHO1 block	FID counter	GalR3 antag	GPR7 antagonist	V1aR counter
C=CCn1c(SCC(=O)N2c3ccccc3Sc3ccccc32)nnc1-c1ccco1	-17	-0.9	-2.4	-1.9	36	-39	-5	-12	1.1
N#CC(C#N)=C1C=CC=CN1/C(=C\c1ccco1)C(=O)c1ccccc1	-6	-2.2	0.0	-2.6	0	-2	8	39*	-0.2

New compounds follow
SMILES	NS3 helicase inh	VIM-2 inh	OXTR agonist	IMP-1 inhibitor	PHOSPHO1 block	FID counter	GalR3 antag	GPR7 antagonist	V1aR counter
Cc1nn(CC(N)=O)c(=O)c2ccccc12	4	-1.6	0.8	-3.7	10	-1	5	0	2.8
Cc1nn(C(C)C(=O)NCC2CCCO2)c(=O)c2c1sc1ccccc12 (stereo not given)	3	-2.1	-0.4	-0.5	38	-29	0	-12	0.9
O=C(CCCCCn1nnc2ccccc2c1=O)Nc1ccccc1F	9	-7.2	-0.2	-1.4	/	-23	-11	2	0.5
CCOC(=O)CSc1ncc(-c2ccccc2)nn1	1	-0.5	-0.9	-1.6	0	-3	-5	-1	0.2
COc1ccc(-c2cc(C(F)(F)F)n3ncc(C(=O)NCC4CCCO4)c3n2)cc1OC (stereo not given)	1	-1.1	-1.0	-2.8	2	-3	-3	7	-0.4
COc1ccccc1NC(=O)CN1C(=O)C(C)Oc2ccccc21 (stereo not given)	28	-2.5	1.2	-1.1	-6	-9	-7	-12	0.2
COc1ccccc1NS(=O)(=O)c1ccc(O)c(C(=O)OCc2cccc([N+](=O)[O-])c2)c1	-7	0.3	-0.8	-2.6	20	2	-4	-3	0.0
COc1ccc(C(c2nnnn2C(C)C)N2CCN(C(=O)c3ccco3)CC2)cc1 (stereo not given)	5	-1.8	0.0	-2.1	26	-27	4	-6	0.3
COc1ccc(-c2cn3cccnc3n2)cc1NC(=O)C1CC1	-3	1.9	-0.7	-0.7	15	-4	/	17	0.1
Cc1ccc(S(=O)(=O)NCC(=O)N(CC2CCCO2)C(C(=O)NC2CCCC2)C(C)C)cc1 (stereo not given)	3	-3.0	-0.4	-3.2	20	-39	-10	-8	-0.6
Clc1ccc(-c2csc(N/N=C/c3ccco3)n2)cc1	12	-2.7	-2.0	-0.3	15	-4	-1	-7	-1.2
CCCNS(=O)(=O)c1ccc(CCC(=O)N2CCN(CC)CC2)cc1	21	-0.6	-0.6	-1.2	8	4	1	4	0.3
CCOc1ccccc1NC(=O)C1COc2ccccc2O1 (stereo not given)	3	-2.8	/	-2.9	5	-15	-7	-7	/
CC1=C(C(=O)OC(C)C)C(c2cncc(-c3ccc(F)cc3)c2)C(C#N)=C(N)O1 (stereo not given)	5	-2.3	-0.9	-4.1	8	-30	3	-6	-0.4
COc1ccc(CCNS(=O)(=O)c2ccc(C(=O)NCc3ccco3)cc2)cc1OC	-4	-0.9	1.1	-3.0	-17	-5	-3	-10	0.1
CCCCC(=O)NC(=S)NNC(=O)CCc1ccccc1	13	-3.2	0.6	-3.6	-162	-13	-6	-6	0.2
O=C(Nc1ccc(-c2nc3cccnc3s2)cc1)C1CCCO1 (stereo not given)	-2	-1.5	1.0	-3.6	-6	-14	/	-1	1.4
CCS(=O)(=O)N1CCC(NC(=O)C(Cc2ccc(OC)c(OC)c2)NC(C)=O)CC1 (stereo not given)	-9	-0.1	0.9	-0.6	15	-1	-7	4	-0.6
COc1ccccc1N1CCN(c2nc(-c3ccccc3)cc(C(F)(F)F)n2)CC1	1	-3.9	0.9	-2.5	46	3	-4	-15	-0.4
NC(=O)c1nsc(C(=O)N(CC(=O)NCc2ccccc2)c2cccc(F)c2)c1N	-6	-1.9	-0.3	-1.7	15	-29	0	-4	-0.4
Cc1cc(C)cc(OCC(=O)Nc2ccc(CN3CCCCC3)cc2)c1	-26	-1.6	2.3	-2.7	30	11	8	-16	1.9
CC(NC(=O)c1ccccc1Cl)c1nnc(SCC(=O)Nc2ccc(C(=O)O)cc2)n1C (stereo not given)	-4	-0.3	3.5	2.6	3	-1	-3	-4	1.0
CC(C)(c1ccccc1)c1ccc(OCCN2CCOCC2)cc1	-22	1.4	-1.2	4.9*	-6	7	-11	37*	3.2
Cc1[nH]c(-c2ccccn2)nc(=S)c1Cl	-21	3.6	-0.6	-1.4	-104	-8	-5	-9	0.3
COc1cc(CC(=O)OCC(=O)N2CC(=O)Nc3ccccc32)cc(OC)c1OC	5	-3.6	0.7	0.6	-4	-14	-4	0	5.3

Marked active in VIM-2 inh, of those listed so far:
Structure	NS3 helicase inh	VIM-2 inh	IMP-1 inhibitor	PHOSPHO1 block	GalR3 antag	GPR7 antagonist
Cc1nc(N(C)C)c2sc(=S)n(C)c2n1	2	7.9*	-2.2	11	4	-7

(list continues)
SMILES	NS3 helicase inh	VIM-2 inh	OXTR agonist	IMP-1 inhibitor	PHOSPHO1 block	FID counter	GalR3 antag	GPR7 antagonist	V1aR counter
O=C(NCc1cccs1)c1cnc2ccccn2c1=O	7	-3.1	0.3	-3.1	16	1	/	-16	0.5
O=C(O)C1C(c2ccccc2)C(C(=O)OCCCO)C1c1ccccc1 (stereo not given)	8	-0.8	2.3	-3.5	-18	-3	-2	-9	0.4
COc1ccc(CCN2C(=O)/C(=C\c3ccco3)SC2=S)cc1OC	9	0.9	/	-1.2	-147	-2	0	-11	/
O=C(NNc1nc(-c2ccc(Cl)cc2)cs1)c1ccco1	9	-1.3	-1.0	-5.2	-3	2	4	-5	-0.3
CCOC(=O)c1ccc(NC(=O)N2CCN(Cc3ccccc3)CC2)cc1	-3	-0.3	1.2	-0.6	37	-10	-4	2	1.3
CCCn1ncc(CN2CCC(N3CCC(C(=O)N4CCOCC4)CC3)CC2)c1C	-8	-2.1	1.3	-4.0	28	6	2	-6	0.2
CCCCCCOC(=O)C(C#N)c1nc2ccccc2nc1N1CCN(C)CC1 (stereo not given)	-88	3.0	0.4	0.1	16	9	-5	4	-0.5
COCc1cc(C)nc(SCc2ccc(F)cc2)c1C#N	-2	-4.9	-2.1	-5.3	24	-15	0	-19	-0.1
COc1ccc(-c2nn3c(-c4ccco4)nnc3s2)cc1OC	21	54*	-0.7	0.0	-6	-34	0	-10	0.3
COc1cc(C2CC(=O)N(c3ccc(C)cc3)C(=O)C2)cc(OC)c1OC	-4	0.5	0.6	-0.3	24	-5	4	1	-0.5
O=C1COc2ccc(S(=O)(=O)Nc3ccc4c(c3)OCO4)cc2N1	11	-2.9	0.9	-4.6	4	-1	-9	-2	3.6
Cc1nonc1CC(=O)NC1CCCc2c1cnn2-c1ccc(F)cc1F (stereo not given)	-4	-1.0	2.0	-0.7	37	-11	-12	12	3.0
CCOC(=O)C(C(=O)OCC)C(Nc1ccccc1)c1ccccc1 (stereo not given)	1	-3.0	-0.8	-5.8	-14	-3	-3	-6	-0.3
CS(=O)(=O)c1ccc(N)cc1	-8	-1.0	0.3	-3.5	19	0	0	-4	-0.1
CS(=O)(=O)N(CC(=O)NCC1CCCO1)c1cc(Cl)cc(Cl)c1 (stereo not given)	-1	-2.5	-0.3	-3.8	7	-5	-2	-8	0.7

Screens: PubChem BioAssay, several laboratories
